High-throughput results (PubChem BioAssay)
Tb PYK inh: blocks Trypanosoma brucei pyruvate kinase; 410,000 compounds, 0.12% hits; TbPYK enzyme, Kinase-Glo Plus ATP luminescence, 45 min; Potency, µM (titrated, usually from 76.8 µM), for the others: at the top dose activity, negative = inhibition, most hits filed as inhibitors; active = well fitted inhibition curve with a large enough effect; note: nearly all actives have a fitted effect of over 50% in size
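Screened from lowest to highest concentration, compounds were pinned into TbPYK/substrate mixtures, and ADP (130 uM final) was added. Plates sat at room temperature for 45 min prior to Kinase-Glo Plus detection by luminescence.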
* = called active by the depositor; [ ] = another dose, or the depositor's remark. % is set by controls: 0 for no effect and ±100 for the full control effect; potency is the fitted concentration of half-maximal effect. These rows are one share of the data (hit frequency here may not be typical).

SMILES	Tb PYK inh
CC(C)CN1Cc2cc(N3CCCCC3)ccc2-n2nncc2C1	-9.9%
COCCn1c(=O)c(-c2cc(F)cc(F)c2)nc2cnc(Oc3ccc(OC)cc3)nc21	-0.2%
O=C(CCCCCCCCC#CI)Oc1ccccc1	-7.1%
CN(C)CCN(C(=O)C1CCCCC1)c1nc2cc3c(cc2s1)OCCO3	4.0%
CCc1nc2c(OCCc3cccc(OC)c3)cccn2c1N(C)C(=O)c1ccc(OC)cc1	-2.3%
CC(=O)Nc1cc(-c2cccc(C(=O)N(C)C)c2)cn2c(-c3ccccc3)cnc12	-5.3%
COC(=O)c1ccc2nc(-c3ccc(F)cc3)c(Cc3cccc(F)c3)n2c1	4.7%
CCOc1ccccc1OCC(=O)NC1CCSc2ccccc21 (stereo unspecified)	-2.9%
CC1=C(C(=O)N(C(C)C)C(C)C)CC(CC(=O)NC2CCCC2)C(=O)N1Cc1ccc(C(C)(C)C)cc1 (stereo unspecified)	-6.5%
CN(C)CCc1c[nH]c2ccccc12	0.1%[288 µM]
COC(=O)[C@]12CCCCC=C1N(Cc1ccc(Cl)cc1Cl)C(=O)[C@H](CC(=O)N1CCN(C(=O)C3CC3)CC1)C2	2.3%
CCCNC(=O)C1(C)CCN(Cc2ccc(OC)c3ccccc23)C1 (stereo unspecified)	0.9%

3 compounds from above, sorted by formula weight, ascending.
SMILES	Tb PYK inh
CC(=O)Nc1cc(-c2cccc(C(=O)N(C)C)c2)cn2c(-c3ccccc3)cnc12	-5.3%
COCCn1c(=O)c(-c2cc(F)cc(F)c2)nc2cnc(Oc3ccc(OC)cc3)nc21	-0.2%
COC(=O)[C@]12CCCCC=C1N(Cc1ccc(Cl)cc1Cl)C(=O)[C@H](CC(=O)N1CCN(C(=O)C3CC3)CC1)C2	2.3%

Following part.
SMILES	Tb PYK inh
Cc1ccccc1S(=O)(=O)NC(=O)C1(C)CCN1C(=O)C(C)(C)c1ccccc1 (stereo unspecified)	-9.2%
CC1(C(=O)NS(=O)(=O)c2ccc(Cl)s2)CCN1C(=O)Cc1cc(F)ccc1F (stereo unspecified)	-2.7%
O=c1c(-c2ccccc2)nc2cncnc2n1Cc1ccccc1Cl	-3.0%
O=c1[nH][nH]c2c1[C@@H](c1ccc(F)cc1)O[C@H](CCOCc1ccccc1)C2	-1.3%
O=C(c1ccccc1)N(C(=O)c1ccccc1)c1ccccc1	-0.1%
CC(C)c1ncc(CO)n1Cc1c(Cl)cccc1Cl	0.0%
COc1ccc(S(=O)(=O)N=N/C=C2\C=CC=CN2O)cc1OC	-5.6%
C[C@@H]1CN([C@@H](C)CO)C(=O)CCCn2nncc2CO[C@H]1CN(C)C(=O)NC1CCCCC1	-16.4%
COc1ccc(C(=O)NC(=S)Nc2ccc3[nH]c(=O)[nH]c3c2)cc1Br	1.9%
CC(C)(C)c1ccc(S(=O)(=O)NC(=O)C2(C)CCN2C(=O)c2cccc3ccccc23)cc1 (stereo unspecified)	-5.8%
O=C(NCc1cccc(Cl)c1)C1Cc2c(-c3cccc(F)c3)ccnc2O1 (stereo unspecified)	5.8%
CC1(c2nc3ccccc3[nH]2)c2ccccc2C(=O)N1Cc1ccccc1 (stereo unspecified)	5.6%

Single entries from above.
`CCc1nc2c(OCCc3cccc(OC)c3)cccn2c1N(C)C(=O)c1ccc(OC)cc1` | Tb PYK inh: -2.3%
`CC1(C(=O)NS(=O)(=O)c2ccc(Cl)s2)CCN1C(=O)Cc1cc(F)ccc1F` (stereo unspecified) | Tb PYK inh: -2.7%

More compounds follow:
SMILES	Tb PYK inh
CC1=C(C(=O)N(C)C)CC(CC(=O)NCCCN(C)C)C(=O)N1Cc1ccc(C(C)(C)C)cc1 (stereo unspecified)	1.2%
CC1(C(=O)NCc2ccccc2)CCC(=O)N1CCc1c[nH]c2ccccc12 (stereo unspecified)	1.7%
COC(=O)[C@@]1(Cc2ccc(F)cc2)[C@H]2c3cc(C(=O)N4CCCC4)n(CCc4c[nH]c5ccccc45)c3C[C@H]2CN1C(=O)c1ccccc1	1.7%
CC(=NOC(=O)c1ccc(F)cc1)c1nccs1	-10.8%
O=C(NCc1ccccc1)c1cc(C2CCCCN2C(=O)CCCc2ccccc2)on1 (stereo unspecified)	2.9%
Cc1ccc(C)c(CC(=O)N2CCCCC2c2cc(C(=O)Nc3cccc(C#N)c3)no2)c1 (stereo unspecified)	2.7%
CC(=O)SC[C@@H](C)C(=O)N1CCC[C@H]1C(=O)N[C@@H](Cc1ccccc1)C(=O)O	-3.6%
Cc1ccc(S(=O)(=O)NN=CC2(c3ccccc3)CC2)cc1	-0.7%
FC(F)(F)c1cccc(CC2CN(Cc3ccccc3)Cc3ccccc3N2c2cc(Cl)cc(Cl)c2)c1 (stereo unspecified)	3.6%
COc1cccc(-c2cnc(C(O)c3ccc(F)cc3)[nH]2)c1 (stereo unspecified)	3.9%
Nc1[nH]c(C(=O)c2ccccc2)c(-c2ccc(F)cc2)c1C(=O)NCc1ccccc1	0.1%
Cc1cccc(S(=O)(=O)N(C)C[C@@H]2OCc3cnnn3CCCC(=O)N([C@H](C)CO)C[C@H]2C)c1	1.4%
C[C@H](NC(=O)[C@@H]1CCCN1C(=O)[C@@H]1CCCN1C(=O)c1ccc(Cl)cc1)c1ccccc1	-0.1%
CS(=O)(=O)N1CCC2(CCN(Cc3ccncc3)CC2)CC1	2.0%
COc1ccc(C(=O)N2CCC3(CCCN(Cc4ccncc4)C3)CC2)cc1	6.6%
CCCCC[C@@H](C)N1C[C@H](COCc2ccccc2)Oc2cc(N3CCC[C@H]3CO)ccc2S1(=O)=O	1.6%
CC(C)COC(=O)N(C)C[C@H]1OCc2cnnn2CCCC(=O)N([C@H](C)CO)C[C@H]1C	0.5%
CC1(Cc2cccc(C(F)(F)F)c2)C(=O)Nc2ccc(-c3ccc(F)c(Cl)c3)cc21 (stereo unspecified)	2.0%
Cc1cccc(C)c1-n1nnnc1C1(C)CCC(=O)N1CC(F)(F)F (stereo unspecified)	-3.6%
CCc1nc2c(OCC(N)=O)cccn2c1N(C)C(=O)c1cccs1	1.5%
Cc1noc(C)c1S(=O)(=O)N(C)C[C@H]1OCc2cnnn2CCCC(=O)N([C@H](C)CO)C[C@H]1C	3.9%
C[C@@H]1CC2=C(C(=O)OC(C)(C)O2)[C@H](c2ccc(Cl)cc2)O1	-2.3%
CC(C)(C)n1nnnc1C(c1cc2ccccc2o1)N1CCCCC1 (stereo unspecified)	-5.8%
COC1OCC(O)C(NC(=O)N(C)N=O)C1O (stereo unspecified)	-1.1%
Cc1ccc(C(O)c2ncc(-c3ccc(F)cc3)[nH]2)c(C)c1 (stereo unspecified)	1.7%
CC(=O)Oc1ccccc1Cn1c(C)c(C(=O)NCc2ccc(F)cc2)sc1=O	-5.2%
O=C1NC[C@@H](CCCCN2CCN(CC3CCCCC3)C(=O)C2=O)N(Cc2ccccc2)C1=O	-1.9%
O=C(/C=C/[C@H]1O[C@@H](n2ccc(=O)[nH]c2=O)[C@H](O)[C@@H]1O)N1CCN(CCc2ccccc2)CC1	1.4%
CCOC(=O)C1CCCN(C(=O)c2cccc3ccccc23)CC1 (stereo unspecified)	-14.8%
Cc1ccccc1C(=O)N1CC/C(=N/OS(=O)(=O)O)c2ccc(Cl)cc21	-8.0%
CSCCC(c1nnnn1-c1ccc2c(c1)OCCO2)N1CCC2(CC1)C(=O)NCN2c1ccccc1 (stereo unspecified)	4.9%
C/C=C/c1ccc2c(c1)O[C@H](CN(C)CC1CCOCC1)[C@@H](C)CN([C@H](C)CO)S2(=O)=O	5.6%
OC[C@@H]1CN(Cc2ccc(Cl)cc2)C[C@H](n2cnc3c(N4CCOCC4)ncnc32)O1	-1.6%
Cc1ccccc1NC(=O)C(C)OC(=O)C1CCCO1 (stereo unspecified)	-0.6%
CN1CC(=O)N/C1=N/C(=O)Nc1cccc(Cl)c1	-6.7%
CCCCN1CC(C)(C)[C@H](CC(=O)Nc2ccccc2)C1=O	0.7%
C[C@@H]1CN([C@@H](C)CO)C(=O)CCCn2nncc2CO[C@H]1CN(C)Cc1ccc2c(c1)OCO2	3.4%
COCCn1c(N)c(N(Cc2ccccc2)C(=O)C(C)Oc2ccc(Br)cc2)c(=O)[nH]c1=O (stereo unspecified)	1.1%
Cc1ccc(S(=O)(=O)N2CCC(=O)N([C@H](COCc3ccccc3)C(C)C)CC2)cc1	-11.0%
O=C(O)C1=CCC=CC1C(=O)O (stereo unspecified)	0.3%
CCCNC(=O)c1cc(C2CCCN(C(=O)C3CC3)C2)on1 (stereo unspecified)	-2.4%
Cc1ccc(C(O)c2ncc(-c3ccc4ccccc4c3)[nH]2)c(C)c1 (stereo unspecified)	-7.5%
COc1ccc2c(c1)C(C)(Cc1ccc(C(=O)c3ccccc3)cc1)C(=O)N2 (stereo unspecified)	9.4%
Clc1cccc(N2Cc3cc(N4CCOCC4)ccc3-n3nncc3C2)c1	-12.8%
O=C(Nc1nnc([C@@H]2C[C@H](O)[C@@H](CO)O2)s1)c1cccc(Cl)c1	-6.0%
COc1ccccc1CNC(=O)Nc1nnc([C@H]2C[C@H](O)[C@@H](CO)O2)s1	-0.1%
CN1CCN(C(=O)c2cccc(-c3cnc4cnc(-c5ccccc5Oc5ccccc5)cn34)c2)CC1	2.5%
O=C(NCC1CCCCC1)c1ccc2nc([C@@H]3O[C@H](CO)[C@H](O)[C@H](O)[C@H]3O)[nH]c2c1	-10.8%
COCC(=O)N(C)C[C@@H]1Oc2cc(Br)ccc2S(=O)(=O)N([C@H](C)CO)C[C@H]1C	1.8%
COc1ccc2[nH]c(=O)c(CN(C(C)=O)c3cc(C)ccc3C)cc2c1	0.2%
O=C(c1cccc(F)c1)N1CCC2(CC1)CCN(c1cccc(-c3ccccc3)c1)CC2	17.1%
O=C(c1ccco1)N1CCC2(CCCN(c3cccc(-c4ccccc4)c3)C2)CC1	2.7%
COc1cc(OC)cc(C(=O)OCC(=O)NC2CCCCCCC2)c1	-1.4%
CCC(c1nnnn1C(C)(C)C)N1CCN(C/C=C/c2ccccc2)CC1 (stereo unspecified)	-0.9%
CC1(C(=O)Nc2ccccc2Br)CCN1C(=O)Cc1ccccc1Cl (stereo unspecified)	-10.6%
C[C@@H]1CN([C@H](C)CO)C(=O)c2cc(NC(=O)Nc3ccc(F)cc3)ccc2O[C@@H](C)CCCCO[C@H]1CN(C)Cc1ccc(C(=O)O)cc1	-3.2%
O=C(O)CSc1ccn(Cc2ccccc2)c1	3.7%
C/C(NCCc1ccccc1)=C1/CCOC1=O	1.0%
CCN(CC)C(=O)C1=C(C)N(CCCOC)C(=O)C(CC(=O)NC(c2ccccc2)c2ccccc2)C1 (stereo unspecified)	1.8%
CN[C@H]1C[C@H]2c3cc(Oc4ccccc4C)ccc3CCN2C(=O)[C@H]1[C@H](C)O	-1.0%

4 entries from above in another layout.
Molecule: CC1(C(=O)Nc2ccccc2Br)CCN1C(=O)Cc1ccccc1Cl (stereo unspecified)
  Tb PYK inh: -10.6%

Molecule: C[C@@H]1CN([C@H](C)CO)C(=O)c2cc(NC(=O)Nc3ccc(F)cc3)ccc2O[C@@H](C)CCCCO[C@H]1CN(C)Cc1ccc(C(=O)O)cc1
  Tb PYK inh: -3.2%

Molecule: O=C(O)CSc1ccn(Cc2ccccc2)c1
  Tb PYK inh: 3.7%

Molecule: C/C(NCCc1ccccc1)=C1/CCOC1=O
  Tb PYK inh: 1.0%

The listing continues:
SMILES	Tb PYK inh
CC1=C(C(=O)N(C(C)C)C(C)C)CC(CC(=O)NC2CC2)C(=O)N1Cc1ccccc1 (stereo unspecified)	-6.3%
CCCNC(=O)C1(C)CCN(C(=O)COc2ccc(Cl)cc2Cl)C1 (stereo unspecified)	5.7%
C[C@H]1CN([C@@H](C)CO)S(=O)(=O)c2ccc(C#CC3CC3)cc2O[C@@H]1CN(C)S(C)(=O)=O	1.5%
Cn1nc(C(C)(C)C)cc1C(=O)N1CCCCC1c1cc(C(=O)Nc2ccc(F)c(Cl)c2)no1 (stereo unspecified)	6.8%
CC(C)CCN1C(=O)c2ccccc2C1c1nnnn1Cc1ccccc1 (stereo unspecified)	0.5%
COc1ccccc1CN1CCC2(CC1)CCN(S(=O)(=O)c1ccccc1)CC2	-7.7%
CCCCCCNC(=O)O[C@@]12CN(S(=O)(=O)c3ccc(C)cc3)C[C@]1(O)Cn1c(=O)n(CCCCCC)c(=O)n1C2	-1.7%
CC1=C(C(=O)N(C(C)C)C(C)C)CC(CC(=O)NCCN2CCOCC2)C(=O)N1Cc1ccc(C(C)(C)C)cc1 (stereo unspecified)	-1.0%
CCCCn1nnnc1C(c1cccc2ccccc12)N1CCC2(CC1)C(=O)NCN2c1ccccc1 (stereo unspecified)	5.8%
CCCCCC(=O)N1C[C@@H](n2cc(-c3ccc(F)cc3)nn2)[C@H](O)C[C@@H]1c1ccccc1	9.0%
COCCNC(=O)C1(C)CCCN(Cc2ccc(-n3ccnc3)cc2)C1 (stereo unspecified)	-1.0%
O=C(Nc1ccn(CCCN2CCN(c3ccccc3)CC2)c(=O)n1)OCc1ccccc1	2.7%
CCN(CC)C(=O)C1=C(C)N(CCC2=CCCCC2)C(=O)C(CC(=O)NCCCN(C)C)C1 (stereo unspecified)	7.2%
CC(C)c1ccc(CC(=O)N2CCC2(C)C(=O)NS(=O)(=O)c2ccc(Cl)s2)cc1 (stereo unspecified)	-4.5%
Nc1c[n+](N2CCOCC2)no1	0.5%
COc1cc(C)ccc1S(=O)(=O)NC(=O)C1(C)CCN1C(=O)C1(c2ccc(Cl)cc2)CCC1 (stereo unspecified)	6.1%
O=S1(=O)C=C[C@@H](CO)N1Cc1ccc(Br)cc1	-3.9%
COc1ccccc1Cc1c(C(C)(C)C)nc2cc(C)c(Br)c(C)n12	5.0%
Nc1nc2c(ncn2[C@@H]2O[C@H](CNS(=O)(=O)C3CC3)[C@@H](O)[C@H]2O)c(=O)[nH]1	7.4%
O=C(c1ccc(C(F)(F)F)cc1)N1CCC(=O)N([C@H](COCc2ccccc2)Cc2ccccc2)CC1	-1.0%
Nc1nc(=O)n(C2CC(O)C(CO)O2)cc1Cl (stereo unspecified)	0.5%
CC(O)(c1ccccc1)c1nc(-c2ccncc2)cs1 (stereo unspecified)	2.4%
